Bioassay records: PubChem BioAssay, several laboratories
Siah-1 displacement: Siah-1 peptide-binding antagonists, primary screen, biochemical, fluorescence polarization, rhodamine-plectin, uHTS (AID 1817) | E3 ubiquitin-protein ligase SIAH1 (Homo sapiens) | Siah-1 / rhodamine-plectin peptide fluorescence polarization; higher % means a stronger effect | displacement, % at 20 µM; hits with a dose series show IC50 in µM | 290,000 compounds, 0.02% hits;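 active means displacement of at least 50% at 20 µM, with a fluorescence ratio check between 0.3 and a set limit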;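 further: plate controls were Siah plus tracer with DMSO for no effect and tracer alone without Siah for full effect; strong numbers were not always called active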
GPR35 antagonists: GPR35 antagonists blocking zaprinast-driven arrestin recruitment, primary screen, imaging, U2OS, beta-arrestin-GFP, zaprinast agonist (AID 2058) | U2OS GPR35 beta-arrestin-GFP translocation imaging, zaprinast antagonism; higher % means a stronger effect | 290,000 compounds, 0.052% hits | G-protein coupled receptor 35 (Homo sapiens) | inhibition, % at 10 µM; hits with a dose series show IC50 in µM;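 active means inhibition of at least 50% with at least 30 cells and total cytoplasm GFP at most 10,000,000; inconclusive means under 30 cells or total GFP of 10,000,000 plus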
UTI89 phage lysis: inhibition of K1F phage lysis, E. coli UTI89, bacterial capsule biogenesis inhibitors, alamar blue (AID 488966) | 340,000 compounds, 0.02% hits | one-dose inhibition, % at 100 µM; IC50 in µM for titrated hits | E. coli UTI89 K1F phage lysis, alamar blue, 2 h; higher % means a stronger effect;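 active means phage lysis inhibition, versus mean bacterial control, above a set limit; inconclusive means no clear call, values can overlap the other calls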;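 further: capsule biogenesis inhibitors block K1F phage lysis so surviving cells raise fluorescence; higher fluorescence means more inhibition of phage lysis; actives were called in the ten point dose series up to 300 µM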
HIV fusion peptide: inhibitors of HIV fusion peptide binding, primary screen, biochemical, uHTS, fluorescence dequenching (AID 1986); cell-free peptide binding, fluorescence dequenching, 30 min; higher % means a stronger effect; inhibition, % at 20 µM, or IC50 in µM where a hit was titrated; 290,000 compounds, 0.3% hits; in the data active means inhibition mostly above about 52%, no sharp cut-off; inactive means mostly below about 76%; further: some results filed as inactive read as strong as hits
GPR55 beta-arrestin: GPR55 agonists via beta-arrestin recruitment, primary screen, imaging, U2OS cells, beta-arrestin-GFP redistribution (AID 1961). U2OS GPR55 beta-arrestin-GFP redistribution imaging; higher % means a stronger effect. one-dose activation, % at 10 µM; EC50 in µM for titrated hits. 290,000 compounds, 0.048% hits. G-protein coupled receptor 55 (Homo sapiens);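 active means activation above 40% with more than 50 cells counted in the well; inconclusive means wells holding fewer than 50 cells, flagged as toxic or sparse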;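 further: U2OS osteosarcoma cells stably expressing GPR55 and beta-arrestin-GFP; plate controls were DMSO negative control for no effect and LPI positive control for full effect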
GPR55 antagonists: GPR55 antagonists blocking LPI-driven arrestin recruitment, primary screen, imaging, U2OS, beta-arrestin-GFP, LPI agonist (AID 2013); 290,000 compounds, 0.13% hits; inhibition, % at 10 µM, or IC50 in µM where a hit was titrated; U2OS GPR55 beta-arrestin-GFP translocation imaging, LPI antagonism; higher % means a stronger effect; G-protein coupled receptor 55 (Homo sapiens);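 active means spots per cell inhibited over 60%, with over 100 cells counted and total cytoplasm intensity under 500,000; inconclusive means wells with under 100 cells, flagged as likely toxic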;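 further: U2OS cells stably carrying GPR55 and arrestin-GFP stimulated by 5 µM LPI near EC80; imaged beta-arrestin-GFP aggregate spots per cell after agonist stimulation; plate controls were LPI-stimulated DMSO wells for no effect and DMSO wells without LPI for full effect; some results filed as inactive read as strong as hits; confirmed hits need IC50 under 10 µM and bright autofluorescent wells are also inconclusive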
Dengue-2 NS5 capping: Dengue-2 NS5 methyltransferase inhibitors, primary screen, biochemical, confirmation dose response (AID 588689); Genome polyprotein (Dengue virus type 2 (strain 16681-PDK53)); 340,000 compounds, 0.3% hits; Dengue-2 NS5 methyltransferase capping enzyme assay, biochemical; higher % means a stronger effect; inhibition, % at 25 µM; hits with a dose series show IC50 in µM; in the data active means a potency from the dose series; inconclusive means inhibition above about 29% without an active follow-up result
NTR1 agonist: agonists of NTR1, primary screen, imaging, U2OS cells, beta-arrestin-GFP, high content (AID 493036). Neurotensin receptor type 1 (Homo sapiens), P30989. activation, % at 20 µM. 330,000 compounds, 0.17% hits. NTR1-U2OS beta-arrestin-GFP spot imaging, agonist mode;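 active means activation at or above 40% of the spot to cytoplasm intensity ratio, with at least 20 cells analyzed; inconclusive means wells under 20 cells, flagged as cytotoxic or low count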;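 further: 0% = DMSO without peptide and 100% = 100 nM NTR1 peptide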
Target sequence (P30989 whole entry, looked up): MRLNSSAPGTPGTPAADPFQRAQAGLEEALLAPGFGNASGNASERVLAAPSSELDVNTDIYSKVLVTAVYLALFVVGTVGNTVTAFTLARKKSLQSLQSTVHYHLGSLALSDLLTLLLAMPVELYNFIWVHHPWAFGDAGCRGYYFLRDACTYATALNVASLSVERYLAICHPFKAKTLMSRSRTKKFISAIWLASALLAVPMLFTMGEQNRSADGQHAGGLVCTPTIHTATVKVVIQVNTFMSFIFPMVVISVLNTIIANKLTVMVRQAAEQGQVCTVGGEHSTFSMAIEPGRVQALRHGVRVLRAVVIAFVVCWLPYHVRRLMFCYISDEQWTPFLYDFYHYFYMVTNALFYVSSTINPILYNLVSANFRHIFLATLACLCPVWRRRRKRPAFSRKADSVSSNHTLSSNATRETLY
AID2073: inhibitors of Mint1-CaV2.2 protein interaction, biochemical, HTRF (AID 2073); 290,000 compounds, 0.19% hits; Voltage-dependent N-type calcium channel subunit alpha-1B (Homo sapiens); HTRF protein-protein interaction, Mint1-CaV2.2; higher % means a stronger effect; inhibition, % at 20 µM, or IC50 in µM where a hit was titrated; in the data active means inhibition mostly above about 51%, no sharp cut-off; inconclusive means no clear call, values can overlap the other calls; inactive means mostly below about 53%; further: some results filed as inactive read as strong as hits
NTR1 agonist cell count 20 µM: recorded beside NTR1 agonist, whose call it bears; cell count; measured here: cell count, cytotoxicity flag
Dengue-2 NS5 capping pilot replicate: further read-out of Dengue-2 NS5 capping, marked with its call; inhibition, %; measured here: pilot screen replicate inhibition
An asterisk follows results filed as active; ? = inconclusive; . = not tested or not shown; [ ] = remark or other dose.

SMILES	Siah-1 displacement	GPR35 antagonists	UTI89 phage lysis	HIV fusion peptide	GPR55 beta-arrestin	GPR55 antagonists	Dengue-2 NS5 capping	NTR1 agonist	NTR1 agonist cell count 20 µM	AID2073	others
O=c1c2cnn(-c3ccccc3)c2ncn1Cc1ccccn1	-1%	-2%	0.1%	-2.3%	-0.1%	-1%	-2%	-1.3	56	4%
CCN(CC)S(=O)(=O)c1ccc(C(=O)NNC(=O)c2cccs2)cc1	12%	-2%	2.0%[50 µM]	-1.5%	0.0%	11%	-11%	2.4	49	-1%
Brc1ccc(-c2nnc(Cc3ccccc3)o2)cc1	-2%	8%	.	-0.3%	0.3%	-5%	.	0.2	43	-2%
Oc1ccc(NC(=S)Nc2ccc(F)cc2)cc1	-1%	10%	-2.5%	-2.8%	0.3%	5%	-2%	-0.1	60	-26%
COc1ccc(NC(=O)Cn2nnc(C(=O)NCc3ccc(C)cc3)c2N)cc1OC	3%	7%	0.6%	1.0%	0.2%	5%	6%	-0.1	50	0%
COc1ccc(-c2c(C)nn3c(NC4CCCC4)cc(C)nc23)cc1OC	-3%	2%	-0.1%	-1.5%	9.5%	-6%	1%	7.3	55	21%
CCN(CC)c1ccc(/C=N/N2CCN(Cc3ccc(C)cc3)CC2)c(O)c1	2%	-6%	3.4%	-4.5%	-0.1%	8%	-6%	3.9	68	-16%
Cc1ccc(N=C(NO)c2nonc2N)cc1	0%	2%	2.3%	-1.8%	0.2%	6%	0%	0.2	64	-4%
COc1ccc(CCNC(=O)C23CCC(C)(C(=O)C2=O)C3(C)C)cc1OC (stereo unspecified)	-2%	2%	-1.8%	-1.3%	-0.1%	-4%	3%	0.0	64	11%
O=C(Cc1ccccc1)Nc1ccc(S(=O)(=O)N2CCOCC2)cc1	3%	4%	-0.6%	0.6%	-0.1%	-3%	4%	0.3	52	16%
COc1ccc(C(=O)Nc2ccccc2)cc1S(=O)(=O)Nc1cc(C)on1	1%	1%	-0.4%	1.3%	-0.2%	7%	1%	-0.3	90	?
COCc1cc(=O)n2c(-c3ccc(C)cc3)n[nH]c2n1	-2%	-10%	-3.8%	15%	-0.1%	7%	-2%	-1.9	54	22%
Cc1cc(NCCCN)nc(-c2ccccc2O)n1	0%	0%	0.0%	1.2%	0.2%	-6%	10%	-1.5	22	21%
O=C(N/N=C/c1cccs1)c1cccc2cc[nH]c12	14%	2%	-1.0%	0.0%	0.3%	6%	-9%	-0.5	57	-12%
O=C(COc1ccccc1[N+](=O)[O-])Nc1cccnc1	0%	-10%	0.3%	0.7%	0.1%	8%	-1%	-0.4	53	-2%
Cc1nc2c(-c3ccc(F)cc3)c(C)[nH]n2c(=O)c1Cl	9%	-4%	-0.6%	6.9%	0.5%	-9%	5%	-0.1	65	25%
OC(CNCc1ccccc1)c1ccccc1 (stereo unspecified)	2%	0%	1.0%	-1.8%	0.2%	2%	-6%	0.2	41	-7%
N#Cc1c2c(nc(N)c1-c1ccccc1)CCCCC2	2%	8%	-0.3%	-0.8%	0.0%	1%	-1%	0.3	74	1%
O=C(NN1C(=O)/C(=C/c2cccc(O)c2)SC1=S)c1ccccc1O	-2%	14%	-0.1%	46%	-0.2%	11%	12%	2.1	61	-13%
COc1cc(C2NC(=O)N(C)C(C)=C2C(=O)OCc2ccccc2)cc(Br)c1O (stereo unspecified)	-2%	8%	0.0%	-0.3%	-0.1%	23%	-5%	2.1	45	-1%
CS(=O)(=O)Nc1ccccc1C(=O)N1CCCC1	3%	5%	-0.4%	-0.8%	0.8%	30%	-1%	-0.9	45	-5%
O=C(NC1CC1)C(=O)c1c(-c2ccccc2)[nH]c2ccccc12	9%	16%	0.6%	-0.6%	-0.3%	8%	-1%	-1.4	60	-2%
NS(=O)(=O)c1ccc(CCNC(=O)c2cc3ccccc3s2)cc1	18%	2%	-0.7%	4.0%	-0.1%	-5%	1%	-0.3	45	4%
Nc1nc(SCC(=O)N2CCCC2)[nH]c(=O)c1-c1ccccc1	2%	16%	-0.5%	1.2%	-0.1%	6%	2%	2.7	77	-5%
Cc1cc(C)nc(-n2nc(C)cc2NC(=O)c2cc(=O)c3ccccc3o2)n1	-2%	5%	.	0.0%	0.0%	7%	.	.	.	14%
NC(=O)C(c1ccc(Cl)cc1Cl)c1ncc(C(F)(F)F)cc1Cl (stereo unspecified)	4%	-1%	0.0%	-0.8%	0.0%	4%	-6%	1.4	90	-3%
COc1ccc(-c2cn3nc4c(nc3n2)CCCC4)cc1	0%	5%	0.2%	0.4%	-0.1%	-3%	12%	.	.	-11%
O=C(c1ccccc1)N1CCC(c2nc(-c3ccc(S(=O)(=O)N4CCOCC4)cc3)no2)CC1	2%	-4%	-0.4%	0.4%	-0.1%	23%	2%	-0.3	54	-6%
CCOc1ccc(CNC(=O)NS(=O)(=O)c2ccc(OC)cc2)cc1	4%	-5%	4.4%	7.2%	0.3%	-6%	-2%	0.2	62	1%
CN(C)S(=O)(=O)Oc1ccsc1C(=O)Nc1ccc(C(F)(F)F)cc1	0%	-3%	0.4%	-0.3%	0.2%	-16%	0%	3.2	98	-4%
CN(Cc1cnccn1)Cc1cn(Cc2ccccc2)nc1-c1ccc2c(c1)OCO2	-2%	18%	0.1%	-1.1%	-0.3%	8%	-2%	0.6	47	2%
CCOC(=O)C1CCN(c2c(N(C)Cc3ccco3)c(=O)c2=O)CC1	2%	-2%	0.1%	0.9%	0.6%	-3%	1%	4.7	47	0%
CC(=O)c1ccc(N2CCN(CC(=O)NCc3ccccc3)CC2)cc1	5%	-13%	-0.1%	-2.0%	0.4%	4%	-1%	-1.0	90	10%
O=C(NCCCO)C(=O)NCc1ccncc1	2%	10%	-1.1%	3.9%	-0.3%	10%	-4%	-1.5	41	13%
Cc1ccc(Sc2c([N+](=O)[O-])ncn2C)cc1	3%	7%	0.4%	-1.1%	-0.1%	18%	-22%	1.5	87	1%	Dengue-2 NS5 capping pilot replicate=3.0
COc1cccc(C(=O)Nc2cc(NC(=O)c3ccco3)ccc2OC)c1	2%	-17%	0.1%	1.0%	-0.1%	11%	-7%	-0.3	88	-2%
S=C(NCc1ccccc1)N1CCN(c2ccccc2)CC1	2%	-8%	0.6%	0.1%	-0.5%	5%	-3%	0.1	44	0%
COc1ccccc1N1CCN(C(=O)CSc2nnc3n2C(C)(C)Cc2ccccc2-3)CC1	2%	15%	-0.6%	3.5%	-0.2%	8%	-8%	2.9	57	-16%
Cc1ccc2nc(-c3ccncc3)cc(C(=O)NCCc3ccc(F)cc3)c2c1	-6%	-13%	0.4%	1.9%	-0.1%	14%	0%	-0.8	69	6%
O=S(=O)(c1ccccc1F)N1CCc2ccccc2C1	-1%	-5%	0.0%	-0.5%	-0.2%	-10%	-10%	0.0	54	10%	Dengue-2 NS5 capping pilot replicate=-4.0
COc1ccc(OC)c(CN(CCCN2CCOCC2)C(=O)Nc2ccccc2)c1	3%	-7%	-0.1%	2.3%	0.0%	10%	0%	-0.1	94	-2%
O=C(Nc1cccc2cccnc12)c1cccc([N+](=O)[O-])c1	12%	0%	0.3%	0.9%	0.6%	-1%	2%	1.1	77	7%
O=C(COC(=O)CNC(=O)c1cccc([N+](=O)[O-])c1)Nc1cccc(S(=O)(=O)N2CCCCC2)c1	22%	8%	2.0%	-0.8%	-0.2%	-7%	-1%	3.6	49	-2%
Cc1ccc(N(CC(O)Cn2c3ccccc3c3ccccc32)S(C)(=O)=O)cc1 (stereo unspecified)	-1%	-6%	1.6%	3.7%	0.2%	34%	-1%	3.9	49	7%
COc1ccccc1N1CCN(CCNC(=O)Nc2cccc(C)c2C)CC1	-4%	14%	0.2%	0.0%	0.2%	-6%	-6%	-0.4	97	-3%
O=C(NCCN1CCN(c2ccccc2F)CC1)C1CCCN(S(=O)(=O)c2cnc[nH]2)C1 (stereo unspecified)	2%	18%	-3.1%	-1.4%	-0.1%	1%	4%	-1.8	57	-8%
Cn1c(=O)c2c(nc(NCCCN3CCOCC3)n2Cc2ccc(Cl)cc2Cl)n(C)c1=O	3%	-4%	.	-2.1%	0.6%	5%	.	.	.	23%
CCCS(=O)(=O)c1ccc(COC(=O)Cc2ccc([N+](=O)[O-])cc2)cc1	-7%	10%	-0.8%	-2.1%	-0.2%	-6%	-10%	0.4	58	6%
CCC(Cc1ccccc1)NC(=O)C1CCN(S(=O)(=O)c2c(C)noc2C)CC1 (stereo unspecified)	4%	-9%	2.9%	-0.4%	-0.1%	-23%	0%	-0.8	41	15%
O=C(NC1CCCC1)c1cnn2c(C(F)(F)F)cc(-c3ccco3)nc12	-5%	-7%	6.5%	6.9%	-0.1%	24%	6%	5.6	84	18%
O=C(Nc1ccc(F)cc1)Nc1cc(OCC(F)(F)F)cc(OCC(F)(F)F)c1	-5%	-5%	-4.7%	2.2%	-0.4%	-6%	-7%	8.8	41	7%
Cc1nc2sc(C(c3cccc(F)c3)N3CCC(C)CC3)c(O)n2n1 (stereo unspecified)	1%	8%	-0.2%	-0.6%	0.2%	-3%	5%	-2.6	45	11%
CC1CCc2ccccc2N1C(N)=Nc1ccccc1 (stereo unspecified)	-2%	0%	-1.3%	2.3%	0.1%	2%	2%	-0.6	37	1%
CCOC(=O)N1CCN(Cc2nc(CC3CC3)no2)CC1	2%	7%	-0.3%	-1.4%	-0.2%	1%	-9%	-0.6	26	8%
Cc1cccc(OCc2nnc(SCC(=O)O)n2-c2ccccc2)c1	1%	-4%	0.0%	0.7%	9.7%	-9%	-10%	2.8	49	-4%

Random draw from the library; 1.2% or so of the library scored in one or more.
